From PubChem BioAssay
NR1D1 modulator: Rev-erb alpha (human) modulation. Rev-erbα–FITC-DNA binding, fluorescence polarization, 90 min. AID 1259318. activity, % at 10 µM. P20393. 370,000 compounds, 0.79% hits;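 active = activity above about 14%, limit read from the data; passing the limit was not always enough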;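 note: 0% = DMSO wells with 35 nM protein and 100% = DMSO wells with 750 nM protein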
ABHD4 inh: ABHD4 (mouse) inhibition, primary FP screen | purified mABHD4, FP-Rh probe fluorescence polarization | Q8VD66 | inhibition, % at 8.92 µM | 370,000 compounds, 0.54% hits;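 active = inhibition exceeding the mean over every tested compound plus 3 SD, cut at about 30% in these data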;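 note: 0% = plate median of compound wells and 100% = S159A mutant with DMSO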
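system = mouse ABHD4 enzyme, wild type | medium = HEPES pH 7.0, NaCl, Pluronic buffer | also added = FP-Rh probe | incubation = Enzyme–compound pre-incubation 45 min, then probe 60 min, both 25 °C | technique = fluorescence polarization, excitation 525 nm, emission 598 nm, BODIPY TMR filters | controls = S159A mutant high control, sample median low control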
PG9 binder: binds the HIV-1 gp120 antibody PG9. TR-FRET gp120-PG9 antibody binding. inhibition, % at 6.7 µM. 360,000 compounds, 0.43% hits. AID 624416; in the data active = inhibition above about 8.5%
MBD2 DNA inh: MBD2-methylated oligo binding inhibition; Q9UBB5; TR-FRET, MBD2 binding to methylated oligonucleotide; inhibition, % at 4.4 µM; 370,000 compounds, 0.31% hits; in the data active = inhibition above about 13%
UHRF1 binding: human UHRF1 methylated DNA binding inhibitors | Q96T88 | UHRF1 binding to methylated oligo, TR-FRET | inhibition, % at 4.4 µM | 370,000 compounds, 0.75% hits | AID 687016; in the data active = inhibition above about 21%;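 note: UHRF1 SRA domain binding a hemimethylated CpG hairpin DNA probe; 0% = median of test compound wells and 100% = reference inhibitor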
Target sequence (Q96T88 whole entry, looked up, the tested form may be a part): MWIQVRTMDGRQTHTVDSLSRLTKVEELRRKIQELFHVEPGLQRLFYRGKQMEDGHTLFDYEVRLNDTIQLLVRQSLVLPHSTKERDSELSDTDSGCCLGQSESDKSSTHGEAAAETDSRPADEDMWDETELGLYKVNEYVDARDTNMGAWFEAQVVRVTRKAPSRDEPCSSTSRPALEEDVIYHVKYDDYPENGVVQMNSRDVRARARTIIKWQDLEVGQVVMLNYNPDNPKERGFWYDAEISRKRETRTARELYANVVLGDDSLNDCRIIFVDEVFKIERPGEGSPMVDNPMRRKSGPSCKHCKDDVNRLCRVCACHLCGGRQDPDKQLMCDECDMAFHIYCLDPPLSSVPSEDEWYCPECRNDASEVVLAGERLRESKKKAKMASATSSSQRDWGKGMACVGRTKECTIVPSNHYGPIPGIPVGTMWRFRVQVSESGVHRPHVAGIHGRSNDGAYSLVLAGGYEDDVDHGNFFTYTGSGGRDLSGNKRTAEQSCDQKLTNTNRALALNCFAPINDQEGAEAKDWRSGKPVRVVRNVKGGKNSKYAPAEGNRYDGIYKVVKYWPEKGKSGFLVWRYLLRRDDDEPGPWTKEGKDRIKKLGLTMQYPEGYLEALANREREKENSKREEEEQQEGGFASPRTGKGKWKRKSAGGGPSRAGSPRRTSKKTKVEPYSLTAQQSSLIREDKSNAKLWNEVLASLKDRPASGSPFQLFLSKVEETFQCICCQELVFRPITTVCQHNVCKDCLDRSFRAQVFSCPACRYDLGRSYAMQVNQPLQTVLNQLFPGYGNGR
LEDGF integ inh: blocks HIV-1 LEDGF/p75-dependent DNA integration; 370,000 compounds, 0.64% hits; TR-FRET IN-LEDGF/p75 DNA integration, Eu/Cy5; inhibition, % at 3.7 µM;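 active = inhibition above the screen-wide mean plus 3 SD, cut at about 13% in these data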;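 note: signal is the Cy5 over europium emission ratio at 671 and 618 nm; 0% = plate median of compound wells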
TCR-CD3 inh: blocks the human TCR-CD3 interaction; TAMRA-labeled TCR probe fluorescence, biochemical; inhibition, % at 9.4 µM; 360,000 compounds, 0.37% hits; AID 651800; in the data active = inhibition above about 19%;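 note: recombinant mutant TCR 2C K166C tagged with TAMRA read by polarization; 0% = receptor in buffer alone and 100% = receptor with positive control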
HTRA1 inh: blocks human HTRA1 serine peptidase; Q92743; recombinant HTRA1, FP-rhodamine activity-based probe, fluorescence polarization; inhibition, % at 5.96 µM; 340,000 compounds, 0.5% hits; in the data active = inhibition above about 36%;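 note: 0% = enzyme with DMSO and 100% = wells lacking enzyme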
PRMT1 FP inh: PRMT1 (human) inhibition, primary screen; recombinant PRMT1, activity-based probe fluorescence polarization; 370,000 compounds, 1.3% hits; Q99873; inhibition, % at 2.79 µM;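 active = inhibition above about 21% made by adding two undisclosed values, limit read from the data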
rCAG binder: molecules binding r(CAG) RNA repeats | r(CAG) RNA repeat, TO-PRO-1 dye displacement fluorescence | inhibition, % at 3 µM | AID 651821 | 370,000 compounds, 1.3% hits;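 active = inhibition above the plate cutoff, the mean of all test compounds on that plate plus 3 SD, cut at about 35% in these data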;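 note: 0% = DMSO alone and 100% = 100 µM mitoxantrone as full dye displacement; higher means more dye released from RNA so lower well fluorescence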
The depositor's hits bear a star; / = no result given. The list is partial, so the mix of outcomes need not match the whole.

cpd	Compound	NR1D1 modulator	HTRA1 inh	PRMT1 FP inh	rCAG binder	UHRF1 binding	ABHD4 inh	TCR-CD3 inh	MBD2 DNA inh	LEDGF integ inh	PG9 binder
1	CCNC(=O)CC1C(=O)N(c2ccc(C)cc2)C(=O)N1CCC(C)C (stereo unspecified)	-6.1	0.4	-1.4	-2.6	-0.7	-3.8	4.7	-1.2	-2.3	-1.3
2	Cc1ccc(S(=O)(=O)NC2=NCCC2)cc1	-5.4	-0.8	0.5	-0.1	-1.9	7.3	3.9	1.5	-3.1	-0.7
3	COc1cc2c(C(=O)N(C)c3ccc(F)cc3)cn(C)c(=O)c2cc1OC	2.8	5.8	2.7	-1.6	0.4	0.2	2.8	-4.5	-1.2	-1.9
4	Cc1ccc(CNC(=O)c2cccnc2)cc1	4.2	/	-1.1	3.8	-1.4	7.2	3.9	-2.4	2.4	-0.9
5	O=C(O)c1nn(-c2cccc(C(F)(F)F)c2)ccc1=O	0.8	8.4	10.1	4.1	2.7	-4.6	-2.5	3.0	-1.8	-2.3
6	CCCc1nc(SCC(=O)N2CCCC2)c2c(=O)n(C)c(=O)n(C)c2n1	-3.5	-7.6	-6.6	-6.2	-4.6	2.9	7.8	1.8	6.0	-1.8
7	O=C(O)CCCN1C(=O)/C(=C\c2ccco2)SC1=S	4.3	13.4	27.9*	7.0	52.5*	30.9*	11.6	6.2	34.6*	-4.7
8	CC(=O)c1ccc(OC(C)C)c(Cc2c(O)nc(N)[nH]c2=O)c1	-0.9	4.6	1.8	5.3	1.9	4.0	-0.4	1.9	-6.4	-2.1
9	CC(=O)NCCc1ccc(S(=O)(=O)N(C)C2CCS(=O)(=O)C2)cc1 (stereo unspecified)	7.3	2.8	-0.5	0.8	-0.8	5.5	-0.3	0.4	-0.5	-3.6
10	CCOC(=O)c1c(NC(=O)CSc2nnc(CNc3ccc(F)cc3)o2)sc(C(C)=O)c1C	-3.6	-11.1	6.6	22.1	-4.7	-1.0	2.1	1.2	1.2	1.5
11	Cc1noc(C)c1COC(=O)c1csc2c1CCC(C)C2 (stereo unspecified)	-5.1	-10.3	-4.6	0.3	-1.3	0.8	7.5	3.4	-0.3	-1.6
12	CCc1ccc(C2CC(=O)N3CN(c4ccccc4)CSC3=C2C#N)cc1 (stereo unspecified)	-1.5	-19.1	19.4	14.3	1.2	2.9	-3.1	-1.5	-0.1	2.7
13	O=C(O)/C=C/c1cn(Cc2ccccc2Cl)nc1-c1ccccc1	-9.6	-9.6	-3.0	4.8	1.2	-6.7	3.2	0.9	4.8	0.4
14	CCCc1cc(C(=O)Nc2cc(C)on2)no1	-2.3	-1.8	3.5	0.2	1.0	6.0	-3.1	3.3	-0.3	-0.3
15	CC1(NC(=O)COc2ccccc2-c2ccccc2)CCS(=O)(=O)C1 (stereo unspecified)	-0.2	2.9	-1.4	-4.4	-2.0	-0.1	4.5	0.0	3.0	-0.2

Next part:
cpd	Compound	NR1D1 modulator	HTRA1 inh	PRMT1 FP inh	rCAG binder	UHRF1 binding	ABHD4 inh	TCR-CD3 inh	MBD2 DNA inh	LEDGF integ inh	PG9 binder
16	N#Cc1c(N2CCN(C(=O)c3ccccc3Cl)CC2)nc(-c2ccccc2)c2c1CCCC2	-4.4	-41.0	0.5	5.0	0.4	-6.5	-4.0	-2.1	0.9	0.6
17	COC(=O)c1ccc(-n2nnnc2SCC(=O)Nc2ccccc2C(=O)OC)cc1	-0.3	5.0	0.4	3.1	-0.5	0.0	2.2	-6.4	4.5	-2.0
18	Cc1cc(C(=O)NCC(C)(C)N2CCOCC2)c(C)o1	-0.8	-3.8	-0.9	-2.0	1.1	-1.5	-0.9	1.9	-2.8	0.2
19	CC(=O)OC1OCCOC1NC(=S)NCc1ccco1 (stereo unspecified)	-0.9	-1.9	-1.9	4.3	-4.2	-7.9	8.4	-0.5	8.9	0.7
20	Nc1nonc1-n1nnc(C(=O)N/N=C/c2c(Cl)cccc2Cl)c1CSC1=NCCS1	-0.7	0.6	4.7	5.0	-2.4	-3.1	7.7	0.9	-0.5	0.6
21	Cc1cccc(NC2=C(Cl)C(=O)OC2OC(=O)c2ccco2)c1 (stereo unspecified)	-2.1	0.6	-0.8	-0.6	-3.3	0.2	5.8	-2.5	-1.2	-0.8
22	COc1ccccc1N(CC(=O)NC1CCCCC1)S(=O)(=O)c1cccs1	-2.8	-3.5	-2.6	-3.8	3.6	0.6	-9.3	-2.5	4.7	0.6
23	Cn1c(=O)n(C)c2cc(S(=O)(=O)N3CCCCC3)ccc21	2.7	2.5	-2.3	3.2	1.9	2.1	-0.2	-0.1	1.0	-1.0
24	C=CCN1C[C@H](COC(=O)c2cccc(OC)c2)Oc2cccc(F)c2S1(=O)=O	0.5	/	0.2	1.1	0.4	-8.0	-4.1	2.2	-0.7	-1.8
25	COc1ccc(C(Nc2ccccn2)c2oc(CO)cc(=O)c2O)cc1 (stereo unspecified)	-3.3	-0.7	2.9	6.6	2.2	1.0	1.4	-1.0	-3.8	-0.2
26	COc1ccccc1C(=O)Nc1ccc(-c2nnn(CC(=O)N3CCOCC3)n2)cc1	-4.3	-5.7	-1.3	-1.4	-2.3	-3.4	0.5	-2.5	-2.4	-3.7
27	Cc1c(C(=O)NCc2cccc([N+](=O)[O-])c2)sc(=O)n1Cc1cccc(F)c1	-11.7	/	-1.1	2.2	-0.7	-2.2	4.5	-5.8	0.8	-1.2
28	COc1ccc(CC(=O)N2CCN(c3ccccc3)CC2)cc1OC	-1.1	0.2	-0.2	-1.9	3.4	-5.5	-7.8	-1.6	4.3	-1.1
29	CN(n1cnc2ccccc2c1=O)S(C)(=O)=O	2.6	8.3	-3.5	-2.6	1.5	-1.6	4.2	4.0	1.1	0.3
30	COC(=O)C1=C(C)N(C2CCCC2)C(=O)C1(NC(C)=O)C(F)(F)F (stereo unspecified)	-1.4	1.2	-3.9	-3.0	1.7	-9.4	2.1	-6.4	1.3	-2.5

The final three entries of the section above lead into the next:
cpd	Compound	NR1D1 modulator	HTRA1 inh	PRMT1 FP inh	rCAG binder	UHRF1 binding	ABHD4 inh	TCR-CD3 inh	MBD2 DNA inh	LEDGF integ inh	PG9 binder
28	COc1ccc(CC(=O)N2CCN(c3ccccc3)CC2)cc1OC	-1.1	0.2	-0.2	-1.9	3.4	-5.5	-7.8	-1.6	4.3	-1.1
29	CN(n1cnc2ccccc2c1=O)S(C)(=O)=O	2.6	8.3	-3.5	-2.6	1.5	-1.6	4.2	4.0	1.1	0.3
30	COC(=O)C1=C(C)N(C2CCCC2)C(=O)C1(NC(C)=O)C(F)(F)F (stereo unspecified)	-1.4	1.2	-3.9	-3.0	1.7	-9.4	2.1	-6.4	1.3	-2.5
31	CCc1c(-c2ccc(F)cc2)ncn1Cc1cccc(-c2ccccc2)c1	-5.2	/	-2.5	2.0	-0.5	-0.3	1.8	1.6	-10.0	-2.3
32	NC(=O)[C@@H]1CCCN1C(=O)c1cc(COc2ccc3c(c2)CCCC3)on1	8.4	-5.0	0.2	0.8	3.0	-6.3	-8.5	-1.6	3.7	0.4
33	CCOC(=O)c1ccc(OCCOc2cccc(C)c2)cc1	6.0	-11.3	-1.3	-6.3	-3.4	-2.3	-4.3	-5.4	-3.0	0.3
34	c1ccc(CCNC2=NCCCS2)cc1	-4.9	-3.3	-2.5	3.2	1.0	-2.9	9.8	0.5	-3.7	-0.3
35	Cc1cc(C)c(C)c(S(=O)(=O)Nc2ccccc2C(=O)NCCCN2CCOCC2)c1C	-0.8	-1.5	-1.8	7.9	-2.7	3.6	6.6	1.3	-4.0	0.9
36	O=C(C1CCC(=O)N1Cc1ccccc1Cl)N1CCN(c2ccc(F)cc2)CC1 (stereo unspecified)	2.5	0.3	-5.2	-0.1	-0.8	0.9	-9.5	6.4	0.0	0.0
37	Cc1ccc(C(=O)N2CCN(c3ccc4c(c3)C3CC4CCN3C(=O)OCc3ccccc3)CC2)cc1 (stereo unspecified)	1.6	/	-1.5	9.4	-1.4	1.3	5.2	-4.5	1.1	-1.6
38	CCOC(=O)C(=C1Nc2ccccc2N1)n1c(-c2cnccn2)nc2ccccc21	-1.0	/	-2.9	3.7	0.3	1.1	0.5	0.9	2.1	-1.9
39	CC(C)(C)OC(=O)N1CCC(c2cc(=O)n3[nH]cc(C(=O)Nc4ccc(F)c(Cl)c4)c3n2)CC1	7.9	-5.6	-3.1	9.6	5.6	-32.6	-3.7	2.4	9.2	-2.5
40	COC(=O)c1cc2ccsc2n1CC(=O)N(C)C1CCCCC1	-6.6	-6.9	-2.8	-4.3	0.3	-1.1	4.4	-1.1	0.3	-1.9
41	CC(=O)c1c(C)nc(-c2ccc(Cl)cc2)nc1NC(=O)C(C)C	-0.9	-2.5	0.9	-2.2	-1.4	-5.4	0.4	-0.6	-2.5	-0.8
42	O=c1[nH]cnc(O)c1C(c1ccc(Br)cc1)c1c(O)nc[nH]c1=O	-1.7	5.2	-1.9	5.3	-2.5	3.5	2.8	2.0	3.4	-1.0
43	Cc1cc(C)c2sc(NC(=O)C3CC3)nc2c1	-6.2	-8.2	5.4	1.5	0.5	-0.7	-5.3	-0.5	-3.4	1.7
44	CC(C)c1ccc(-c2cc(C(=O)N3N=C(C(F)F)CC3(O)C(F)F)c3ccccc3n2)cc1 (stereo unspecified)	2.1	-23.8	-3.9	9.9	4.3	-45.5	-1.9	-0.3	0.3	0.4
45	O=C(Cn1cnc2ccccc2c1=O)Nc1cccc(-c2nnc3n2CCCCC3)c1	5.3	-4.1	-0.2	-2.5	-1.0	7.1	4.2	-3.0	0.4	-0.3

(more compounds)
cpd	Compound	NR1D1 modulator	HTRA1 inh	PRMT1 FP inh	rCAG binder	UHRF1 binding	ABHD4 inh	TCR-CD3 inh	MBD2 DNA inh	LEDGF integ inh	PG9 binder
46	Cc1c(CN(C)C(=O)c2sc3cc(Cl)ccc3c2Cl)cnn1C	4.1	-6.0	-0.5	-3.1	-7.3	-1.1	-2.2	-8.7	-1.9	-2.8
47	O=c1oc2cc(OCCO)ccc2c2c1CCCC2	-5.1	6.7	-2.0	-4.1	-0.8	2.7	0.8	1.4	3.9	-2.3
48	COC(=O)CN1C(=O)NC2(CCCc3ccccc32)C1=O (stereo unspecified)	5.8	2.0	-0.2	-1.1	-1.4	-2.6	6.8	-3.3	-3.3	0.0
49	COc1ccc2c(c1)N(C[C@H](C)CN(C)C)c1ccccc1S2	0.8	8.2	2.4	0.3	1.0	4.8	-1.0	2.4	-6.7	-3.2
